KCNH2 WT inh: blocks the wildtype human KCNH2 potassium channel; Q12809; U2OS, BacMam KCNH2, thallium flux FluxOr; stronger effect = lower value; activity change, % at 1.84 µM; 0.37% of 340,000 active;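 active = maximum activity change below -70%; inconclusive = maximum activity change between -70% and -50%; inactive = maximum activity change above -50%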; also: % is scaled to controls: 0 for no effect and ±100 for the full control effect
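U2OS cells transduced with wild-type KCNH2 virus are loaded with FluxOr dye for 45 min, and thallium flux is measured in kinetic reads before and after stimulation buffer. Rate constants are normalized to DMSO controls.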
TCR act: T cell receptor activation; 330,000 tested, under 10 active; Potency, µM (doses to about 9.22 µM), without a hit: at the top dose activation of IL-2 secretion, actives largely listed as activators; primary human leukocytes, anti-CD3, IL-2 HTRF, 48 h; also: % of control where 0% means no effect
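Readout: HTRF IL-2, Eu-cryptate/d2 antibody pair, 320nm excitation, 665nm emission. Stimulus: a-CD3 beads, no co-stimulation. Cells: primary human leukocytes. Exposure: 48 hr with compound.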
Mito fusion act: inhibitors of mitochondrial division or activators of mitochondrial fusion. S. cerevisiae fusion-defective mutant growth rescue, CellTiterGlo 48 h. Potency, µM (series often up to 46.1 µM), for the others: at the top dose growth rescue (activation), hits mostly activators. 0.23% of 320,000 active. AID 485298;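 also: potency is read from the fitted curve at half-maximal effect; % of control where 0% means no effect; nearly all actives have a fitted effect of over 45% in size; temperature-sensitive fusion mutants such as fzo1-1 at 37 °C on non-fermentable ethanol glycerol medium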
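Yeast fusion mutant, YPEG (non-fermentable carbon), compound, 48 h at 37C non-permissive; CellTiterGlo added, 10 min RT, luminescence read. Rescued growth = division inhibition.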
ELG1 DNA repair: inhibitors of ELG1-dependent DNA repair in HEK293T cells. HEK293T ELG1-luciferase reporter, luminescence, 16 h; DNA damage induced by 5-fluorouridine. Potency, µM (series often up to 46.1 µM), for the others: at the top dose activity change, negative = inhibition, actives largely listed as inhibitors. 2.3% of 330,000 active. AID 504467; also: potency is read from the fitted curve at half-maximal effect; % is scaled to controls: 0 for no effect and ±100 for the full control effect; nearly all actives have a fitted effect of over 55% in size
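Overnight (16 hr) co-exposure of 2,000 cells/well to 5-fluorouridine and compound at 37 °C preceded detection. Luciferase was quantified via ONE-Glo luminescence; loss of signal denotes inhibition.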
KCNH2 3.1 block: blocks the human KCNH2 3.1 channel isoform; activity change, % (tested at about 1.8 µM); U2OS KCNH2 3.1, thallium flux FluxOr; stronger effect = lower value; AID 720553; 0.95% of 340,000 active;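 active = maximum activity change below -70%; inconclusive = maximum activity change from -70% to -50%; inactive = maximum activity change above -50%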;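 also: thallium influx rate constant from kinetic fluorescence after stimulation buffer; % is scaled to controls: 0 for no effect and ±100 for the full control effect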
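Thallium flux read-out: FluxOr dye with Red40 quencher in HBSS/HEPES, 45 min at RT. Rate constants from kinetic reads were normalized to positive and negative DMSO controls. Cells: U2OS virally expressing the 3.1 isoform.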
USP2a block: inhibitors of human ubiquitin-specific protease USP2a | Potency, µM (top dose mostly 38.3 µM), inactives show at the highest dose activity change, negative = inhibition, hits mostly inhibitors | O75604 | AID 463254 | 0.01% of 330,000 active | USP2 core, Ub-CHOP2 coupled fluorogenic reporter, 485/531;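 also: potency is read from the fitted curve at half-maximal effect; plate controls were DMSO wells for no effect and full inhibition by NEM control for full effect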
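Cell-free coupled assay: 10nM USP2 core preincubated 30min RT with compound in Tris-HCl pH 8.0/CaCl2/CHAPS buffer, then 25nM Ub-CHOP2 and 25nM reporter substrate; fluorescence (Ex 485/Em 531) read after 60min RT, normalized to NEM inhibition, concentration-response curves fitted.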
TSHR antag: antagonists of human thyroid stimulating hormone receptor; TSHR-expressing cells, TSH-stimulated cAMP HTRF, 2 h; stronger effect = lower value; P16473; activity change, negative = inhibition, % at 11.5 µM; AID 504810; 0.2% of 330,000 active;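 active = activity change below a set negative limit, meaning inhibition stronger than a set level, cut at about -70% in these data; inconclusive = activity change between two set negative limits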; also: % is scaled to controls: 0 for no effect and ±100 for the full control effect
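Read-out is FRET at 665 nm (cryptate excitation 337 nm) from a cryptate-tagged anti-cAMP antibody, competed by cell cAMP against cAMP-d2. Compounds are tested on freshly harvested TSHR cells challenged with 4nM TSH (EC80) for 2 hours at 37 deg C.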
AT treatment: potential ataxia-telangiectasia treatments restoring KAP-1 phosphorylation | […] A-T fibroblasts, KAP-1 phosphorylation AlphaLISA; neocarzinostatin DNA damage 30 min before lysis | Potency, µM (series often up to 57.5 µM), for inactives: at the top dose activation, usual class: activators | 0.19% of 320,000 active; also: potency is read from the fitted curve at half-maximal effect; % of control where 0% means no effect; nearly all actives have a fitted effect of over 45% in size
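ATM-like activity read as KAP-1 phosphorylation via AlphaLISA donor/acceptor antibody pairs after lysis and 6 hr at 25C. Cells were ATM-null patient fibroblasts ([…], hTERT), dosed 60 min, then exposed to the DSB inducer NCS for 30 min.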
TRPV1 agonist: human TRPV1 agonism. Q8NER1. TRPV1-expressing cells, Fluo-8 calcium influx, agonist mode. activation, % at 8.33 µM. 0.19% of 320,000 active; in the data active = activation above about 80%; inconclusive = between about 30% and that limit; also: 0% is about no effect
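Cells expressing TRPV1 were dye-loaded with Fluo-8 and read kinetically: 10 s baseline, 3 min after compound (agonist portion), then 2 min after EC20 capsaicin (allosteric enhancer portion). Calcium-bound dye fluorescence at 480/520 nm.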
Eya2 inh: blocks the phosphatase activity of human Eya2 | O00167 | recombinant Eya2, OMFP fluorescence dephosphorylation (OMFP is methylfluorescein phosphate) | Potency, µM (highest dose often 76.9 µM), inactives show at the top dose activity, negative = inhibition, most hits filed as inhibitors | 0.006% of 330,000 active; also: potency is read from the fitted curve at half-maximal effect; % is scaled to controls: 0 for no effect and ±100 for the full control effect
Target sequence (O00167 whole entry, looked up): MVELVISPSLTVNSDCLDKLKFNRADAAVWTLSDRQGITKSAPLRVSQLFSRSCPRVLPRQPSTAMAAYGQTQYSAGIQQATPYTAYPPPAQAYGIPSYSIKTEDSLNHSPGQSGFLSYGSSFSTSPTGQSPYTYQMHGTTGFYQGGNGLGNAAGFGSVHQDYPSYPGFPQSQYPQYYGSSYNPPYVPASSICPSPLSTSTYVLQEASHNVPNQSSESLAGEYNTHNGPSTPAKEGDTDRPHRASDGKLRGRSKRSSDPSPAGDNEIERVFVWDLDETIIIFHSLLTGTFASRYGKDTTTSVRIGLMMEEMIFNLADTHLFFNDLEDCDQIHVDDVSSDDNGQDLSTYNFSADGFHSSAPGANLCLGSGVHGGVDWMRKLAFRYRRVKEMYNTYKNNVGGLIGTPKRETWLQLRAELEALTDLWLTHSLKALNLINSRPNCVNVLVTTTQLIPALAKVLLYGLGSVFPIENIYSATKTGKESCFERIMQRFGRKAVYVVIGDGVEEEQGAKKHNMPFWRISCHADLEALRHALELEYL
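Eya2 protein (added as 0.2 uM solution) was preincubated with compound for 10 min at ambient temperature in 50 mM HEPES pH 7.5, 50 mM NaCl, 5 uM MgCl2, 0.05% BSA, 1 mM DTT. OMFP (added at 50 uM) then reacted 10 min; fluorescence read at 485/525 nm.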
Numbers without * were called inactive; u = inconclusive; x = no result given; [ ] = another dose, or the depositor's remark. Unless noted, calls follow the shape of the dose curve; as a rule, active = well fitted curve in the direction sought with a large enough effect; inconclusive = small, poorly fitted or top-dose-only effect, or another doubt; inactive = no such curve, though single readings can be large; an effect the other way counts as inactive or inconclusive. This is a subset, so the mix of outcomes need not match the whole.

Start of the data: the first 5 compounds, ahead of the listing:
SMILES | KCNH2 WT inh | TCR act | Mito fusion act | ELG1 DNA repair | KCNH2 3.1 block | USP2a block | TSHR antag | AT treatment | TRPV1 agonist | Eya2 inh
Cc1ccc(Cn2cc(CCC(=O)O)c3ccccc32)cc1 | 0 | 5% | 26% | -1% | -1 | 2% | -15 | -4% | -1 | -2%
CCc1ccc(NC(=O)CSc2nnc(CNC(=O)c3c(F)cccc3Cl)o2)cc1 | -31 | 2% | -1% | u | 3 | -1% | 3 | 2% | -4 | 21%
O=[N+]([O-])c1cc(-c2cnc3ccccc3n2)ccc1Oc1ccc(Cl)cc1 | u | -1%[46.1 µM] | 24% | u | -23 | 6% | -20 | 3% | -2 | -5%
CC(C)(C)NS(=O)(=O)c1ccc(CCC(=O)Nc2cc(Cl)ccc2Oc2ccccc2)cc1 | -7 | 2% | 8% | u | -18 | 0% | 23 | 5% | 1 | 9%
N#C/C(=C\Nc1ccc2cn[nH]c2c1)c1nc(-c2ccccc2)cs1 | -18 | 3% | 10% | 15% | -19 | -2% | 10 | -6% | 1 | -12%

The listing, previewed entries included:
SMILES | KCNH2 WT inh | TCR act | Mito fusion act | ELG1 DNA repair | KCNH2 3.1 block | USP2a block | TSHR antag | AT treatment | TRPV1 agonist | Eya2 inh
Cc1ccc(Cn2cc(CCC(=O)O)c3ccccc32)cc1 | 0 | 5% | 26% | -1% | -1 | 2% | -15 | -4% | -1 | -2%
CCc1ccc(NC(=O)CSc2nnc(CNC(=O)c3c(F)cccc3Cl)o2)cc1 | -31 | 2% | -1% | u | 3 | -1% | 3 | 2% | -4 | 21%
O=[N+]([O-])c1cc(-c2cnc3ccccc3n2)ccc1Oc1ccc(Cl)cc1 | u | -1%[46.1 µM] | 24% | u | -23 | 6% | -20 | 3% | -2 | -5%
CC(C)(C)NS(=O)(=O)c1ccc(CCC(=O)Nc2cc(Cl)ccc2Oc2ccccc2)cc1 | -7 | 2% | 8% | u | -18 | 0% | 23 | 5% | 1 | 9%
N#C/C(=C\Nc1ccc2cn[nH]c2c1)c1nc(-c2ccccc2)cs1 | -18 | 3% | 10% | 15% | -19 | -2% | 10 | -6% | 1 | -12%
CCCCC[C@@H]1C=C(C(=O)O)[C@H](c2cccc(C)c2)N1S(=O)(=O)c1ccc(C)cc1 | -1 | -3% | x | 14% | -29 | -6% | -1 | 19% | x | -18%
O=C(NCc1ccccc1)c1ccc(S(=O)(=O)Nc2cccc(C(F)(F)F)c2)cc1 | -15 | 1% | 0% | 13µM* | 0 | 1% | -5 | 1% | 1 | 0%
CN(CCOc1ccccc1)C(=O)c1cc(S(=O)(=O)N2CCOCC2)ccc1Cl | -6 | 6% | 3% | -5% | 4 | 4% | -5 | 4% | 13 | -20%
O=C(COC(=O)c1cc(Cl)ccc1O)Nc1cc(C(F)(F)F)ccc1N1CCOCC1 | -14 | 3% | x | -5% | x | -1% | -16 | 6% | x | 4%
COc1ccc(/C=C(\NC(=O)c2ccc(OC)cc2)C(=O)N2CCCCC2)cc1 | 4 | 0% | 8% | -2% | -2 | 2% | -10 | -4% | 1 | -1%
Cc1oc(-c2cccc(F)c2)nc1CN1CCCN(C(=O)c2ccco2)CC1 | 9 | -2% | -3% | -7% | -11 | 0% | -12 | 5% | 2 | -2%
O=C(COC(=O)/C=C/c1cccs1)Nc1nc(-c2ccccc2)cs1 | -18 | -6%[46.1 µM] | -18% | u | -27 | 1% | -11 | -2% | 1 | -1%
O=C(CSc1nnc(CNC(=O)c2cccs2)o1)Nc1ccc(F)cc1F | -2 | 6% | 0% | 7% | 0 | 2% | 21 | 31% | -2 | -23%
O=C(O)/C(=C\c1cccc(F)c1)c1ccc(S(=O)(=O)N2CCCCC2)s1 | -39 | -5%[46.1 µM] | 1% | 6% | 10 | 0% | -4 | -2% | 3 | -4%
CC(=O)c1cccc(NC(=O)N2CCC(NC(=O)C3CCCCC3)CC2)c1 | 1 | -2% | 9% | -4% | 8 | -4% | -9 | -4% | u | 6%
CN(C)c1ccc(-n2cc3c(=O)n(C)c(=O)n(C)c3c2)cc1 | -20 | -2% | 0% | u | -2 | 1% | -16 | -1% | 26 | 20%
COc1cc(N)c(Cl)cc1Cl | -6 | 1% | 3% | 12% | -2 | -7% | -5 | 4% | 7 | -2%
COc1ccc(/C=N/N=C2/NC(=O)C(CC(=O)O)S2)cc1OCc1ccc(Cl)cc1 (centres undefined) | -26 | 1%[46.1 µM] | 6% | 10% | -22 | 2% | -3 | 4% | 5 | -9%
NC(=O)C1(N2CCCCC2)CCN(C2CC(=O)N(CCc3ccccc3)C2=O)CC1 (centres undefined) | -6 | -8% | -10% | x | 0 | x | x | x | 0 | x
COCCCn1c(SCC(=O)NC2CCCCC2)nnc1-c1ccncc1 | -1 | -3% | -1% | -3% | 24 | -1% | -7 | -2% | 0 | -20%
CCC(CC)c1nn2c(N)c(/C=C3\C(C)=Nc4ccccc43)c(=O)nc2s1 | -5 | -7% | -1% | 8% | -11 | 2% | -20 | -27% | -2 | -6%
CN1CCN(C(=O)c2cccn(Cc3c(Cl)cccc3Cl)c2=O)CC1 | -3 | -2% | -6% | 5% | -2 | 0% | 1 | -7% | 2 | -14%
COc1ccccc1-c1cn[nH]c1-c1ccc(OCc2ccc(F)cc2)cc1O | -2 | -4% | 4% | u | 2 | -7% | 3 | 11% | -4 | -21%
O=C(CCCn1cnc([N+](=O)[O-])n1)Nc1ccc(Cl)c(Cl)c1 | -13 | 1% | 2% | 4% | -15 | 0% | -18 | 1% | 12 | -4%
CN1CCCC(CC2Oc3ccccc3Sc3ccccc32)C1 (centres undefined) | 37 | -5%[46.1 µM] | 3% | 11% | 11 | 0% | 15 | -2% | 10 | -9%
CNC(=O)COC(=O)C1CCN(S(=O)(=O)c2ccc3c(c2)OCCO3)CC1 | 7 | -2% | -4% | 0% | 4 | 2% | 5 | -1% | 0 | 6%
CC(C)OCCCn1c(=NC(=O)c2cccs2)c(C#N)cc2c(=O)n3ccccc3nc21 | -2 | -3% | 1% | u | -25 | 11% | -4 | 16% | -3 | u
C=CCN=Cc1sc2ccc(OCC)cc2c1O | x | 3%[46.1 µM] | 0% | u | x | 2% | 1 | -3% | 1 | -5%
CCOC(=O)C1C(=O)CC(C)(O)C(C(=O)OCC)C1c1ccc(OC)cc1 (centres undefined) | 2 | -3% | -3% | x | -2 | x | x | x | -2 | x
COc1cccc(C2C3=C(CCCC3=O)Nc3[nH]n(-c4ccccc4)c(=O)c32)c1 (centres undefined) | -2 | -12% | -2% | -3% | -5 | 2% | -13 | 2% | -1 | 0%
O=[N+]([O-])c1ccc2c(c1)/C(=N\O)c1ccccc1-2 | 2 | 13% | -4% | -2% | 1 | -3% | -12 | 19% | 0 | 1%
Cc1ccc2cccc(SCC(=O)Nc3ccc(F)cc3)c2n1 | -16 | 6% | -11% | -11% | 3 | 0% | 8 | 2% | 7 | -3%
C/C(=N\O)C(=O)NCCN1CCCCC1 | 2 | -30% | -3% | 16% | -14 | 1% | -6 | -9% | -3 | 4%
COc1ccccc1NC(=O)CCc1nc2ccccc2s1 | 15 | 1% | -5% | -5% | -11 | 2% | -5 | 1% | 7 | -3%
C=CCn1c(SCC(=O)c2ccc(OC)cc2)nnc1-c1cc2cccc(OC)c2o1 | -6 | -21% | 1% | u | -16 | 2% | 1 | 2% | 7 | -10%
Cc1ccc(Cl)cc1N1CCN(S(=O)(=O)c2cccc(S(=O)(=O)N3CCCC3)c2)CC1 | -1 | -2% | 8% | -7% | -16 | 3% | -19 | 1% | 2 | 10%
Cc1ccc(N2CC(C(=O)NC3CCC(C)CC3)CC2=O)cc1 (centres undefined) | 12 | 8% | -1% | 0% | -8 | 0% | 17 | -4% | -1 | -4%
Cc1nc(SCC(=O)NCCc2ccccc2)nc(C)c1C | -8 | -5% | 4% | 13% | 19 | 4% | -10 | 1% | -2 | -15%
CCOc1ccccc1-n1nnnc1SCC(=O)NCC1(N2CCOCC2)CCCCC1 | 16 | -6% | 4% | u | -28 | 1% | 8 | -2% | 18 | 4%
COc1ccc(Nc2nc(-c3ccccc3)cs2)cc1 | -9 | 4% | -3% | u | -84* | 2% | -9 | 0% | 0 | 6%

Assay outcomes deposited in PubChem BioAssay by National Center for Advancing Translational Sciences (NCATS).
